Screens as filed in PubChem.
LMNA splice mod = qHTS Assay for Modulators of Lamin A Splicing; HeLa LMNA splicing GFP/RFP minigene ratio, 48 h; Potency, µM (titrated, usually from 46.1 µM), for the others: top-dose ratio change, negative = inhibition, most hits filed as inhibitors; actives 0.01% (n = 200,000); active = well fitted inhibition curve with a large enough effect in the signal ratio, with a control signal flat, not every such curve was filed as active; inconclusive = small, poorly fitted or top-dose-only effect, or effect the other way, or a change in a side signal; the % refers to the signal ratio; note: potency is the fitted concentration of half-maximal effect; % is set by controls: 0 for no effect and ±100 for the full control effect
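Read-out is the ratio of GFP to DsRed2 object intensity, acquired by 488 nm laser-scanning cytometry on HeLa lamin A-EGFP minigene reporter cells. Compound incubation 48 hrs at 37 °C in Opti-MEM with 2% FBS; DMSO 0.5% final.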
HTT ATP protect = qHTS Multiplex Assay to Identify Dual Action Probes in a Cell Model of Huntington: Cytoprotection (ATP); PC12 HTT-Q103 induced, cytoprotection, ATP luminescence, 40 h; Potency, µM (highest dose often 56.4 µM), without a hit: cytoprotection (ATP increase), hits mostly activators; actives 0.14% (n = 230,000); AID 1471, 2008;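 note: potency is the fitted concentration of half-maximal effect; % of control where 0% means no effect; nearly all actives have a fitted effect of over 45% in size; toxic huntingtin expression switched on by the ecdysone agonist tebufenozide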
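Cells were plated at 1500 per well in phenol red-free DMEM with 5% equine and 5% calf serum. Tebufenozide (100 nM final) and compounds were added, then ATPlite reagent, and luminescence was read.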
HttQ103 aggreg = qHTS Multiplex Assay to Identify Dual Action Probes in a Cell Model of Huntington: Aggregate Formation (GFP); PC12 HttQ103-GFP aggregates, Acumen cytometry, 40 h; Potency, µM (highest dose often 46.1 µM), inactives show top-dose activity change, negative = inhibition, actives largely listed as inhibitors; actives 1.1% (n = 220,000); note: potency is the fitted concentration of half-maximal effect; % is set by controls: 0 for no effect and ±100 for the full control effect; nearly all actives have a fitted effect of over 60% in size
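Multiplexed with ATP-based cell death, this channel scores GFP aggregates in PC12 cells expressing inducible HTTex1-Q103-GFP. Induction used 100 nM tebufenozide; compounds were tested in concentration series.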
CBFb-RUNX1 inh = qHTS Assay for Compounds Blocking the Interaction Between CBF-beta and RUNX1 for the Treatment of Acute Myeloid Leukemia | Runt-related transcription factor 1 (Homo sapiens) + Core-binding factor subunit beta … | AlphaScreen CBFb-His/RUNX1-biotin binding, biochemical | Potency, µM (doses to about 59.8 µM), without a hit: at the top dose activity, negative = inhibition, most hits filed as inhibitors | 230,000 tested, under 10 active; note: % of control where 0% means no effect
Target sequence (Q01196 whole entry, looked up): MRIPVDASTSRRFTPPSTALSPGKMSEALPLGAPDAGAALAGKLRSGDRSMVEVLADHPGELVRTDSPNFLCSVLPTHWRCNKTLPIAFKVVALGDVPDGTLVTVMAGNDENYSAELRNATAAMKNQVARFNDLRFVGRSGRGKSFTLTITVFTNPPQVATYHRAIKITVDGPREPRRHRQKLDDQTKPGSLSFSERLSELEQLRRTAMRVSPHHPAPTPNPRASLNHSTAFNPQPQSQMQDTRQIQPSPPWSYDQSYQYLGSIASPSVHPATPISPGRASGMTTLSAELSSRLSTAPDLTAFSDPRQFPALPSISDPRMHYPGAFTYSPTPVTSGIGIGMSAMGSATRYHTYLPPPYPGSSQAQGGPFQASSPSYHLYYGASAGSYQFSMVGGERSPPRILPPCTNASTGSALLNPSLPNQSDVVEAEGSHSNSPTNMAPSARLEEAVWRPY
Target sequence (Q13951 whole entry, looked up): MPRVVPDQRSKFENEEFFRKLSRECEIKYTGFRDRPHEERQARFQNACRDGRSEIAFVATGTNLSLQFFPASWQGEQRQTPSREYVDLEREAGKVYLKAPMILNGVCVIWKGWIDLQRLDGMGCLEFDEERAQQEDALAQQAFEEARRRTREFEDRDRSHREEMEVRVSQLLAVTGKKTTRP
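Bead-based AlphaScreen assay; binding partners His-tagged CBF-beta and biotinylated RUNX1 at 30 nM each. Compound exposure 15 min after a 20-min protein preincubation; bead step 90 min; all steps at room temperature.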
SMN2 splice enh = qHTS Assay for Enhancers of SMN2 Splice Variant Expression. Potency, µM (highest dose often 46.1 µM), inactives show at the top dose activity change, positive = activation, hits mostly activators. actives 2.8% (n = 210,000). HEK293 SMN2-luciferase splicing reporter, luminescence, 30-36 h; note: potency is the fitted concentration of half-maximal effect; % of control where 0% means no effect; nearly all actives have a fitted effect of over 55% in size
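qHTS luciferase splicing reporter: luminescence rises when SMN2 exon 7 is included in transfected HEK293 cells. Compound exposure lasted 30-36 h at 37C, with 4.5 mM final sodium butyrate as control, followed by a ONE-Glo read.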
KinaseGlo FLuc = Counterscreen for Luciferase (Kinase-Glo TM) Inhibition; Luciferin 4-monooxygenase (Photuris pensylvanica), Q27757; Kinase-Glo luciferase, ATP luminescence, 8 min; Potency, µM (highest dose often 38.3 µM), for the others: at the highest dose activity change, negative = inhibition, usual class: inhibitors; actives 0.28% (n = 200,000); AID 1379, 2008; note: potency is the fitted concentration of half-maximal effect; % is set by controls: 0 for no effect and ±100 for the full control effect; nearly all actives have a fitted effect of over 60% in size
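Light output from Kinase-Glo luciferase with luciferin and 10 uM ATP in 50 mM imidazole pH 7.2, KCl, MgCl2, Tween 20, BSA; compound pin-delivered, 8-min ambient incubation, then luminescence read.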
IMPase Li inh = qHTS Assay for Identifying the Cell-Membrane Permeable IMPase Inhibitors: Potentiation with Lithium; CHO-M1 cells, IP1 TR-FRET (IP-One), carbachol + lithium; Potency, µM (highest dose often 59.4 µM), for the others: top-dose activity, negative = IMPase inhibition, hits mostly inhibitors; actives 0.35% (n = 210,000); AID 1457, 2008;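 note: IP1 builds up when IMPase is blocked and the TR-FRET signal falls; potency is the fitted concentration of half-maximal effect; plate controls were basal vehicle for no effect and high inhibitor control for full effect; nearly all actives have a fitted effect of over 50% in size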
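CHO cells stably expressing M1 receptor (2000/well, cultured 16–30 h) treated 30 min at 37C with compound plus low lithium. Cytosolic IP1 by TR-FRET (665/620 ratio and 620 channel) after 10 min lysis; AC50 by Hill fit.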
Starred values were filed as active, the others as inactive; u = inconclusive; x = no result given; [ ] = dose if it differs, or a comment. Unless noted, calls come from the whole dose curve; as a rule, active = well fitted curve in the direction sought with a large enough effect; inconclusive = small, poorly fitted or top-dose-only effect, or another doubt; inactive = no such curve, though single readings can be large; an effect the other way counts as inactive or inconclusive. Compounds were not picked by outcome; 4% or so of the library scored in one or more.

smiles,HttQ103 aggreg,LMNA splice mod,SMN2 splice enh,CBFb-RUNX1 inh,IMPase Li inh,HTT ATP protect,KinaseGlo FLuc
CC(=O)c1c(C)[nH]c(C(=O)Nc2nc(C)cs2)c1C,-6%,u,1.6µM*,8%,11%,-59%[inhibitor][10 µM],-7%
Cc1cccc(N/C(N)=N/c2nc(CSc3ccc(Cl)cc3)cc(=O)[nH]2)c1,6%[9.22 µM],x,x,4%,x,-30%[10 µM],x
COc1ccc(-c2cccc(C(=O)Nc3cccc(C(=O)O)c3)c2)cc1,21%,18%,14µM*,1%,-5%,x,-2%
Cc1cc2nc(-c3ccc(SCC(=O)N4CCc5ccccc54)nc3)[nH]c2cc1C,13%,29%,2.5µM*,-1%,u,-80%[inhibitor],-27%
CCOc1ccc2oc(C(=O)OC(C(=O)NC(N)=O)C(C)C)c(C)c2c1 (configuration not stated),-13%[9.22 µM],x,x,-11%,x,-27%[10 µM],x
COc1ccc(-c2cc(C(F)(F)F)n3nc(C(=O)Nc4c(C)n(C)n(-c5ccccc5)c4=O)c(Cl)c3n2)cc1,-8%,2%[9.22 µM],-7%,3%,2%,-21%,-1%
O=C(CSc1nc2ccccc2[nH]1)c1ccco1,-8%,9%,u,-2%,-6%[38.3 µM],-23%,-9%
CCN1CCN(C(c2cccs2)C(C)NS(=O)(=O)c2ccccc2)CC1 (configuration not stated),-20%,9%[9.22 µM],-7%,0%,5%,9%,1%
Cc1ccc(SCCC(=O)Nc2ccccc2C(=O)NC2CCCCC2)cc1,7%,-6%,8%,u,-12%,-4%[10 µM],1%
Cc1ccc(SCCN)cc1C,-2%,x,1%,2%,22%,-23%,8%
Oc1ccc(/C=N/NC(=S)Nc2cccnc2)c(O)c1,u,u,-92%[inhibitor],x,21%,14%[10 µM],1%
Cn1c(SCc2ccccc2Cl)nc(C(F)(F)F)cc1=O,7%,4%,-8%,6%,24%[38.3 µM],-15%,-1%
O/N=C/c1ccc(OCc2ccccc2F)c(Cl)c1,-2%,-6%,7.9µM*,0%,3%,4%[0.074 µM],-4%
COc1ccc(CCn2c(-c3ccco3)nc3nc4ccccc4nc32)cc1,14%,0%,-26%,13%,17%[38.3 µM],-5%,-3%
C/C(CC(=O)Nc1ccc(Cl)c(Cl)c1)=N\NC(=O)C(=O)N1CCCCC1,18%[9.22 µM],7%[46 µM],x,3%,7%,35%[10 µM],-3%
CCOC(=O)c1ccc(CNC(=O)c2n[nH]c(=O)c3ccccc23)o1,0%,-20%,23%,-7%,19%[38.3 µM],-4%[0.074 µM],-2%
Cc1nc2ccccc2c(=O)n1NC(=O)c1cncc(Br)c1,27%,-1%[46 µM],8%,7%,11%,21%[10 µM],3%
CS(=O)(=O)N1N=C(c2ccco2)CC1c1ccc(Cl)cc1Cl (configuration not stated),-12%,x,x,7%,x,-12%,x
COc1ccc(NC(=O)CC2COc3ccccc3O2)c(OC)c1 (configuration not stated),-5%,3%,-9%,4%,2%[38.3 µM],7%,-1%
Cc1ccccc1NC(=S)N=Nc1c(O)n(C)c2ccc(S(=O)(=O)N3CCOCC3)cc12,8%,u,x,-4%,-13%,x,4%
C=CCc1cc(Cl)ccc1OC(=O)Nc1cccc(Cl)c1,-9%[9.22 µM],x,x,10%,x,-15%[10 µM],x
CCCCC(=O)Nc1ccc(NC(=S)NC(=O)c2ccco2)cc1OC,2%[9.22 µM],x,x,-7%,x,22%[10 µM],x
CCN(CC)CCCN1C=C2C(=O)C(C)(OC(=O)CCC(=O)OC)C(=O)C=C2C=C1C1CC1 (configuration not stated),x,18%[9.22 µM],18%[9.22 µM],22%[13.1 µM],5%,-39%[10 µM],-3%[7.66 µM]
Cc1ccc(-c2c[n+](CC(=O)Nc3nc(-c4ccccc4)cs3)c3n2CCC3)cc1,17%[9.22 µM],x,x,-7%,x,9%[10 µM],x
O=C(NCC1CCCCC1)c1cc(S(=O)(=O)N2CCCCC2)ccc1N1CCOCC1,u,x,-5%,-1%,10%,-1%[10 µM],5%
Cc1cccc(Sc2ccc([N+](=O)[O-])cn2)c1,11%,-1%,-8%,-11%,13%,x,-7%
COCCSc1ccccc1C(=O)N1CCOCC1,u,-5%,-14%,4%,22%[38.3 µM],-82%[inhibitor][10 µM],-5%
CC1CCCCC1NC(=O)CSc1nnc(N)s1 (configuration not stated),-22%,-4%,39%,7%,-2%[38.3 µM],14%,6%
C#CCOC(=O)CCC(=O)NCCc1ccccc1,3%,-5%,-5%,6%,3%[38.3 µM],-6%,-2%
Cc1ccc(/C=N\NC(=O)Cc2cccn2C)o1,-13%,u,-10%,-21%,10%,22%,1%
Cn1cc(CN2CC3C[C@@H]4CC2C[C@H](C3)C4)c(-c2ccc3c(c2)OCCO3)n1,3%[9.22 µM],x,x,8%,26%,5%[10 µM],-4%
Cc1ccc(S(=O)(=O)N2CCN(C(=O)c3cccc(F)c3)CC2)cc1,-13%,-5%,-16%,0%,-7%[38.3 µM],-11%[0.074 µM],9%
CCOC(=O)c1cc2c(=O)n3cccc(C)c3nc2n(C)c1=N,6%,-2%,1%,-4%,-3%[38.3 µM],-9%,0%
Cc1cc(C)cc(N(CC(=O)NCCSc2ccccn2)S(=O)(=O)c2ccccc2)c1,12%,0%[0.0737 µM],-29%,1%,21%[38.3 µM],8%,-1%
O=C(COC(=O)c1ccc(NS(=O)(=O)c2ccc3c(c2)OCCO3)cc1)NC1CCS(=O)(=O)C1 (configuration not stated),9%[9.22 µM],x,-10%,0%,-17%,-52%,10%
Nc1c(-c2ccc(Cl)cc2)cnn1-c1cccc(C(F)(F)F)c1,-14%,-6%,-11%,2%,7%[38.3 µM],-31%,-1%
CC(C)(C)NC(=O)C1CCN(S(=O)(=O)c2cccc(C(F)(F)F)c2)CC1,14%,-4%[46 µM],4%,4%,-5%,-29%,4%
Cc1cc(C(=O)NCC2CCCO2)n(-c2ccccc2)n1 (configuration not stated),-10%,1%,-21%,-1%,20%[38.3 µM],-3%,15%
Cn1c(SCC(=O)N2CCOCC2)nnc1-c1ccccc1,3%,-8%,-2%,10%,-4%[38.3 µM],-14%[10 µM],3%
CN(C)S(=O)(=O)c1ccc(NC(=O)CN2CCC(Cc3ccccc3)CC2)cc1,-8%,u,-20%,-4%,16%,-34%,-3%
COCc1[nH]nc2c1C(c1ccc(F)cc1F)C(C#N)=C(N)O2 (configuration not stated),-1%,5%,18%,9%,2%[38.3 µM],3%,-3%
O=C(NCC1CCCO1)c1c(O)c2ccccc2[nH]c1=O (configuration not stated),14%,-2%,14%,12%,-16%[38.3 µM],1%,-1%
COc1ccc(-c2noc(CCC(=O)NC3CCN(Cc4ccccc4)CC3)n2)cc1,5%[9.22 µM],-3%,-18%,-1%,33%[activator][38.3 µM],32%,0%
COCCn1c(SCC(=O)Nc2nnc(C)s2)nnc1-c1ccoc1C,-1%[9.22 µM],5%[46 µM],-8%,2%,9%,19%[10 µM],1%
COc1ccccc1-c1c(C(F)(F)F)oc2cc(OC(=O)c3ccc([N+](=O)[O-])cc3)ccc2c1=O,14%,u,-8%,4%,3%,26%[10 µM],4%
COc1cccc(CNc2ccc(C)c(Cl)c2)c1,-7%,x,3%,18%,19%,-5%,3%
COc1ccc(CCNC(=O)CSc2nnnn2C)cc1OC,-3%[9.22 µM],u,x,3%,2%,8%[10 µM],0%
Brc1ccccc1-c1nnc(COc2ncnc3c2cnn3-c2ccccc2)o1,u,-4%,-42%[inhibitor],-1%,17%[38.3 µM],-25%[10 µM],-1%
CC1(C)C(=O)OC(c2cccn2-c2ccc([N+](=O)[O-])cc2)C2(CCCCC2)C1=O (configuration not stated),-11%,-4%,-4%,9%,16%,-25%[10 µM],3%
O=Cc1c(F)cccc1N1CCCC1,16%,2%[46 µM],5%,14%,-1%,23%[10 µM],0%
O=S(=O)(c1ccc(F)cc1)N1CCN(c2ncccn2)CC1,15%[9.22 µM],x,x,6%,x,3%[10 µM],x
CC1CCN(Cc2c(C#N)c3ccccc3n2C)CC1,-9%,2%,-38%[inhibitor],6%,0%[38.3 µM],-7%,-2%
CCCN1Cc2cccc(C(=O)N3CCN(c4ccc(OC)cc4)CC3)c2C1=O,16%,x,x,-4%,-2%,-30%,x
CCSc1nc2c(c(=O)n1CC)SC(C)C2 (configuration not stated),4%,3%,-1%,2%,25%[38.3 µM],-10%,1%
c1ccc(NCc2nc3ccccc3n2CCOc2ccccc2)cc1,-21%,u,-28%,-7%,13%,13%[10 µM],0%
CC1=C(C(=O)OCCOc2ccccc2)C(c2coc3ccccc3c2=O)C2=C(CCCC2=O)N1 (configuration not stated),-3%,x,x,11%,-16%,-28%,x
Cc1ccc(C(=O)C2CCNCC2)cc1,5%,10%,-1%,1%,-2%[38.3 µM],-7%,-4%
COc1ccc(S(=O)(=O)Nc2c3ccccc3nc(=O)n2-c2ccccc2)cc1,19%,-2%,-4%,2%,6%[38.3 µM],2%,-2%
Cn1c(NCC2CCCO2)nc2c1c(=O)n(Cc1ccccc1)c(=O)n2C (configuration not stated),-5%,u,-14%,-3%,5%[38.3 µM],-1%,2%
